Source: PubChem (National Center for Advancing Translational Sciences (NCATS))
Pf Dd2 growth: qHTS Primary assay for Inhibitors of Plasmodium falciparum Dd2 growth in vitro | P. falciparum Dd2 growth, SYBR Green, 72 h | Potency, µM (doses to about 28.9 µM), for the others: at the highest dose activity, negative = inhibition, actives largely listed as inhibitors | actives 4.3% (n = 120,000) | AID 1347417, 2020; active means well fitted inhibition curve with a large enough effect; inconclusive means small, poorly fitted or top-dose-only effect; inactive means no such curve, though single readings can be large or run the other way;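 further: plate controls were DMSO vehicle for no effect and reference drug for full effect; nearly all actives have a fitted effect of over 65% in size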
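Infected erythrocytes (Dd2, 0.3% parasitemia, 2.5% hematocrit final) are added to compound in RPMI-1640/Albumax II medium, grown 72 h at 37C in low oxygen, then lysed with saponin/Triton-X containing SYBR Green and read by fluorescence.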
Numbers without * were called inactive; i = inactive; ? = inconclusive; [ ] = dose if it differs, or a comment. Potency means the concentration at half of the fitted maximal effect. These rows are one share of the data, so the mix of outcomes need not match the whole.

SMILES	Pf Dd2 growth
COc1ccc(CCC(=O)N2CCCN(c3cc(-c4ccc(OC)cc4)[nH]n3)CC2)cc1	-13%
Cc1cccc2nc(C(=O)N3CCn4nc(Cc5ccccc5)cc4C3)cn12	-19%
CC(=O)N1CCC(C(=O)N[C@H]2CCN3C(=O)N(c4ccc(OC(F)(F)F)cc4)C(=O)[C@@H]3C2)CC1	i
CC(C)c1nc(CNC(=O)c2ccc(N(C)C)nc2)no1	-12%
CC(=O)N[C@H]1CC[C@]2(C)CC[C@@H]([C@H](C)C(=O)NCc3cccs3)[C@H](O)[C@H]2[C@@H]1C	?
c1cc(-c2ccco2)cc(-c2nc(C3CCOC3)no2)c1 (configuration not stated)	13µM*
CC(=O)N1c2nc(C(C)C)nn2C2(CCCCC2)[C@@H]2CCCC[C@@H]21	?
COc1cncc(CN2CCc3ncc(C(=O)Nc4ccccc4)n3CC2)c1	?
Cc1ccc(Cn2c(C3CCN(C(=O)Cc4cccs4)CC3)n[nH]c2=O)cc1	?
COc1ccc(NC(=O)CSc2ncc3c(n2)-c2ccccc2N(Cc2ccc(C)cc2)S3(=O)=O)cc1Cl	i
O=C(NCCc1cccs1)C1CCCN(c2cnn(Cc3ccccc3)c(=O)c2)C1 (configuration not stated)	-28%
CCc1ccc(C(=O)Nc2cccc(-c3nnc4n3CCCC4)c2)cc1	?
CCN(C(=O)Cn1cccc1-c1nc(-c2ccc(OC)c(F)c2)no1)c1cccc(C)c1	?
Cc1ccc(N2CCN(C(=O)c3cn(C)c4ccc(S(=O)(=O)N5CCC(C)CC5)cc4c3=O)CC2C)cc1 (configuration not stated)	i
Cn1nc(C(=O)NCC(=O)N2CCCCCNC(=O)CC2c2ccccc2)c2ccccc21 (configuration not stated)	?
CN(Cc1cccnc1)C1CN(C(=O)c2ccc3ccccc3n2)C1	0%
O=C(CCc1c[nH]c2ccccc12)NC1CCCc2c1[nH]c1ccc(F)cc21 (configuration not stated)	i
CCOCCCNC(=O)C1(CCO)CC12CCOCC2 (configuration not stated)	22%
COc1ccccc1-c1cn2c(n1)CO[C@@H](CNCc1ccc(F)c(F)c1)C2	-8%[44.1 µM]
O=C(Cc1cccc(Cl)c1)N1CCC2(CC1)Cc1ccccc1NC2=O	i
COc1ccc(NC(=O)c2nnn(CC(=O)Nc3cc(C)cc(C)c3)c2N)c(OC)c1	-10%
COCC(=O)NC1CCN(c2ccc(C)cc2)C1=O (configuration not stated)	-4%
Cn1cccc1C(=O)N1CC[C@@H]2NC(=O)[C@H]3C[C@H](NC(=O)C4CC4)CN3C(=O)[C@H]21	10%[44.1 µM]
Cc1c(Cl)cccc1NC(=O)CSc1ncc(S(=O)(=O)c2ccc(C(C)C)cc2)c(=O)[nH]1	45%[activator]
Cc1ccc(N2C(=O)c3n[nH]c(C)c3C2c2ccccc2Cl)cc1 (configuration not stated)	6%
CCc1cnc2c(c1SCC(=O)NCc1ccccc1)c(=O)n(C)c(=O)n2C	-15%
CCC1CCCCN1CCCNC(=O)c1ccc2c(c1)N(Cc1ccccc1)C(=O)c1ccccc1S2(=O)=O (configuration not stated)	?
Cc1ccc(Nc2c3c(nc4nc(-c5cccs5)nn24)CCCC3)cc1F	?
O=S(=O)(c1ccc(F)cc1)N1CCC2(CC1)CC(OCC1CC1)CCO2 (configuration not stated)	?
Cc1sc2cc(C(=O)NC(C)(C)C)[nH]c2c1CN1CCCCC1	-9%
CC(CNC(=O)CCn1c(=O)c2cccn2c2ccc(F)cc21)c1ccccc1 (configuration not stated)	-30%
COc1ccc(S(=O)(=O)NC(C)(C)CO)cc1-c1nnc2c3ccccc3c(C)nn12	i
CNC(=O)C1(N2CCC[C@H]2C(=O)N(C)CCN(C)C)CCOCC1	22%[44.1 µM]
CCOC(=O)c1ccc(NC(=O)Cn2c(=O)cc(C(F)(F)F)c3c(C)nn(C)c32)cc1	40%[activator]
CCCCOc1ccc(S(=O)(=O)N2CCN(c3ccccc3OCC)CC2)cc1	73%[activator]
CC1=C[C@@H](CNS(=O)(=O)c2ccc(C#N)cc2)[C@H](C(C)C)C[C@H]1Cc1nnc(-c2ccncc2)o1	?
O=C(CCc1cnccn1)N1CCC(CCC(=O)N2CCC(Cc3ccccc3)CC2)CC1	-10%
COc1cccc(NC(=O)C2CCN(c3nnc(C)c4c(C)n(-c5ccccc5)nc34)CC2)c1	?
Cc1ccc(CNC(=O)Cn2c(SCC(=O)Nc3ccc(F)cc3)nc3ccccc32)cc1	35%[activator]
COc1ccc(-n2c(=O)c3c(n2Cc2ccccc2)CN(Cc2c[nH]c4ccccc24)CC3)cc1	?
Cc1ccsc1C(=O)N1CCC2(CC1)NC(=O)N(Cc1ccccc1)C2=O	5%
Cc1ccc(-c2nnc(SCc3ccccc3C#N)o2)cc1	-4%
CC(=O)Nc1ccc(NC(=O)CCc2c(C)nc3c(c(C)nn3-c3ccc(C)cc3)c2C)cc1	?
CC(=O)N1Cc2ccccc2NC(=O)C12CCNCC2	20%
CCc1ccc(Nc2cc(C(=O)NCCCN(C)c3ccccc3)c3ccccc3n2)cc1	8%
O=C(c1ccccn1)N1CCC2(COc3ncccc3S(=O)(=O)N2)C1 (configuration not stated)	1%
CCn1c(=O)cc(OCC(=O)N(C)c2cc(Cl)ccc2C)c2ccccc21	-7%
CN(C)c1nc2c(c(=O)[nH]1)CCN(C(=O)CCc1ccccc1)CC2	24%[5.79 µM]
CCC(C(=O)NCCc1cc(OC)ccc1OC)n1nc(C)c2c(C)n(-c3ccccc3)nc2c1=O (configuration not stated)	-1%
O=C1c2cncnc2OCC(CNC(=O)C2(c3ccccc3)CC2)N1Cc1ccccc1 (configuration not stated)	?
O=C(Cn1ncc2c3ccccc3n(Cc3cccc(Cl)c3)c2c1=O)NCCC1=CCCCC1	-7%
Cc1oc2ccn(Cc3cccc(F)c3)c(=O)c2c1C(=O)NCc1cccc(F)c1	-19%
COc1cccc(-c2ccnc3nc(CCc4ccccc4)nn23)c1	i
CC(C)c1ccc(Nc2cc(C(=O)NCCc3ccccc3)c3ccccc3n2)cc1	17%
COc1ccc(CCNC(=O)c2ccc3c(c2)N(Cc2ccc(F)cc2)CCS3)cc1OC	?
O=C(C1CCCCC1)N1C[C@@H]2C[C@H](C1)c1c(-c3ccc(Cl)cc3)ccc(=O)n1C2	?
CN(C)c1nc2c(c(=O)[nH]1)CCN(Cc1cc(F)ccc1F)CC2	19%[5.79 µM]
COc1cccc(-n2c(-c3ccco3)nc3c(cnn3-c3ccccc3C)c2=O)c1	i
CC(C)n1nc(OC(C)(C)C(=O)NCCc2ccccn2)c2cc(CN3CCOCC3)ccc21	i
CN(CC1CCOC1)S(=O)(=O)Cc1ccccc1 (configuration not stated)	14%[5.79 µM]

(next part)
SMILES	Pf Dd2 growth
COc1ccc(C(=O)N2CCCC3(C2)Nc2cccnc2NC3=NCc2ccccc2)cc1 (configuration not stated)	-22%[5.79 µM]
COc1ccc2[nH]c3c(c2c1)CCNC31CCN(C(=O)C2CC2)CC1	?
Cn1cc(S(=O)(=O)c2cccc(Cl)c2)c(=O)c2cc(F)c(N3CCN(c4ccccc4)CC3)cc21	0%
CCn1c(=O)c2c(cc(C)n2C)n(CC(=O)Nc2cc(Cl)ccc2C)c1=O	41%[activator]
O=C(Nc1nccs1)C1c2ccccc2C(=O)N(Cc2ccccc2)C12CCCC2 (configuration not stated)	-20%
Cc1ccc(S(=O)(=O)N2CC=C(c3c(C)n(CC(=O)N4CCCC4)c4ccccc34)CC2)cc1C	?
Cc1cnc(N2CC3CCC(C2)N3CC(F)(F)F)s1	1%
CNC(=O)CCn1ncc2cc(OCc3ccccc3-c3cc(F)ccc3C)ccc21	3.2µM*
CN(CC(=O)N1CC[C@H](N(C)C)[C@H](CCC(=O)O)C1)Cc1ccccc1F	6%
Cc1cc(OCC(=O)NCC2(N(C)C)CCCCC2)cc(C)c1Cl	?
CCC(C)NC(=O)C(NC(=O)c1ccccc1Cl)C1CCN(C(=O)c2cccc(OC)c2)CC1 (configuration not stated)	i
Cc1cccc(CN2CCc3c(sc4ncnc(N(C)C)c34)C2)c1	?
CCCN(CCC)CCNC(=O)c1cc2c(-c3ccccc3F)nn(C)c2s1	4µM*
O=C(O)CO[C@@H]1COCC[C@H]1NC(=O)c1cccc2c1OCCO2	-9%
CCc1nn(-c2ccc(F)cc2)c(Oc2ccccc2)c1CCC(=O)N(C)C(C)C	-6%
O=C1C(N2CCN(S(=O)(=O)c3cc(F)cc(F)c3)CC2)CCN1CCc1ccccc1 (configuration not stated)	i
Cc1ccc(C)c(N2CCN(C(c3ccccc3)c3nnc(-c4ccccc4F)o3)CC2)c1 (configuration not stated)	?
COc1cc(F)c(CN2CCC3(CCCNC3)C2)c(F)c1 (configuration not stated)	?
CSc1ccc(CCNC(=O)Cn2c(C)c3cnn(-c4ccccc4)c(=O)c3c2C)cc1	24%
Cc1ccc(S(=O)(=O)N2CCN(C3CCN(Cc4cccnc4)C3=O)CC2)cc1C (configuration not stated)	i
O=C(NCc1ccc(F)cc1)C1CCN(C(=O)c2ccc(-n3ccc4ccccc43)s2)CC1	?
CSCCc1nc(Cn2cccnc2=O)n(-c2ccccc2C(=O)O)n1	12%
CC#CC(=O)N1CCCC(C(=O)Nc2cccc(-c3cccc(C)c3)c2)C1 (configuration not stated)	-15%
O=C(C1CCCC1)N1CCC(N2CC(OCC3CC3)C23CCOCC3)CC1 (configuration not stated)	i
FC(F)(F)c1cccc(C2=NOC3(CCCN(Cc4cccc5ccccc45)C3)C2)c1 (configuration not stated)	i
COCCCNC(=O)[C@@H]1Cc2cn(Cc3cc(C)on3)c3cccc(c23)[C@H](CC(C)C)N1	i
COc1ccccc1NC(=O)C1=C(C)Nc2nc(SCc3ccccc3Cl)nn2C1c1ccccn1 (configuration not stated)	-14%
COc1ccc(NC(=O)c2cnc3n2CCN(Cc2ccccc2)CC3)cc1	-13%[44.1 µM]
O=C(Nc1ccccc1Br)C(Cc1ccccc1)NS(=O)(=O)c1cccc2nsnc12 (configuration not stated)	12%
CN1CCC2(CC1)CCN(Cc1ccc(OCC(O)CN3CCCCC3)cc1)C2 (configuration not stated)	-13%
COC(=O)c1ccccc1NC(=O)N(Cc1ccc(C)cc1)Cc1cccn1-c1nnc(N2CCCC2=O)s1	2%
COc1ccc(CNC(=O)[C@@H]2CCC[C@@H](NCc3cccnc3)CN(C)C(=O)C2)cc1	?
COC(=O)CNC(=O)C1c2ccccc2C(=O)N(C2CCCC2)C12CCCCC2 (configuration not stated)	-15%
CN1C(=O)C2(c3ccccc31)N(c1ccccc1)C(=O)CS2(=O)=O (configuration not stated)	16%[5.79 µM]
CCN(CC)c1nc2ccccc2nc1C(=O)Nc1ccc(C(C)=O)cc1	73%[activator]
O=c1cc(-c2ccccc2)n2c(SCc3ccc(Cl)cc3)nnc2[nH]1	16%

As a working copy, part of the list above.
SMILES	Pf Dd2 growth
Cc1ccc(S(=O)(=O)N2CCN(C3CCN(Cc4cccnc4)C3=O)CC2)cc1C (configuration not stated)	i
O=C(NCc1ccc(F)cc1)C1CCN(C(=O)c2ccc(-n3ccc4ccccc43)s2)CC1	?
CSCCc1nc(Cn2cccnc2=O)n(-c2ccccc2C(=O)O)n1	12%
CC#CC(=O)N1CCCC(C(=O)Nc2cccc(-c3cccc(C)c3)c2)C1 (configuration not stated)	-15%
O=C(C1CCCC1)N1CCC(N2CC(OCC3CC3)C23CCOCC3)CC1 (configuration not stated)	i
FC(F)(F)c1cccc(C2=NOC3(CCCN(Cc4cccc5ccccc45)C3)C2)c1 (configuration not stated)	i
COCCCNC(=O)[C@@H]1Cc2cn(Cc3cc(C)on3)c3cccc(c23)[C@H](CC(C)C)N1	i
COc1ccccc1NC(=O)C1=C(C)Nc2nc(SCc3ccccc3Cl)nn2C1c1ccccn1 (configuration not stated)	-14%
COc1ccc(NC(=O)c2cnc3n2CCN(Cc2ccccc2)CC3)cc1	-13%[44.1 µM]
O=C(Nc1ccccc1Br)C(Cc1ccccc1)NS(=O)(=O)c1cccc2nsnc12 (configuration not stated)	12%
CN1CCC2(CC1)CCN(Cc1ccc(OCC(O)CN3CCCCC3)cc1)C2 (configuration not stated)	-13%
COC(=O)c1ccccc1NC(=O)N(Cc1ccc(C)cc1)Cc1cccn1-c1nnc(N2CCCC2=O)s1	2%
COc1ccc(CNC(=O)[C@@H]2CCC[C@@H](NCc3cccnc3)CN(C)C(=O)C2)cc1	?
COC(=O)CNC(=O)C1c2ccccc2C(=O)N(C2CCCC2)C12CCCCC2 (configuration not stated)	-15%

Carrying on.
SMILES	Pf Dd2 growth
COc1cccc(C(=O)N2CCC3(CC2)CC(N(Cc2ccccc2)C2CC2)CCO3)c1 (configuration not stated)	?
O=C([C@H]1C[C@H](Oc2cccnc2)CN1C(=O)Nc1ccccc1)N1CCOCC1	0%
COc1cccc(OCC2CN(Cc3cccc(C(F)(F)F)c3)C(=O)c3c(ccnc3-c3ccc(OCC(=O)O)cc3)O2)c1OC (configuration not stated)	-24%
Cc1oc2ncn(CC(C)C)c(=O)c2c1C(=O)NCCCN(C)Cc1ccccc1	?
CC(C)C[C@@H]1N[C@H](C(=O)NCC2CC2)Cc2cn(Cc3ccccn3)c3cccc1c23	-23%[44.1 µM]
CSc1cccc(NC(=O)N2C[C@H](c3nc(-c4ccncc4)no3)[C@@H](C)C2)c1	i
COCc1nc(CCNC(=O)NCC(C)C)no1	22%
COc1ccc(Cl)cc1C(=O)N1CCC2(CC1)CC(O)CCO2 (configuration not stated)	-11%
